# Compound activity: PubChem, The Scripps Research Institute Molecular Screening Center
# ZTA DNA inh: counter-screen for EBNA-1 inhibitors: inhibitors of Epstein-Barr virus ZTA | P03206 | ZTA-DNA binding, fluorescence polarization | inhibition, % at 11 µM | actives 0.15% (n = 320,000) | AID 2234; in the data active means inhibition above about 33%
# PREPL inhibitor: inhibitors of human prolyl oligopeptidase-like enzyme PREPL. recombinant PREPL, fluorescence polarization activity-based probe. AID 2751. Q4J6C6. actives 0.68% (n = 320,000). inhibition, % at 5.96 µM; in the data active means inhibition above about 43%;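 further: 0% = enzyme with DMSO and 100% = wells lacking enzyme; many of its hits are not listed in these tables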
# Target sequence (Q4J6C6 whole entry, looked up): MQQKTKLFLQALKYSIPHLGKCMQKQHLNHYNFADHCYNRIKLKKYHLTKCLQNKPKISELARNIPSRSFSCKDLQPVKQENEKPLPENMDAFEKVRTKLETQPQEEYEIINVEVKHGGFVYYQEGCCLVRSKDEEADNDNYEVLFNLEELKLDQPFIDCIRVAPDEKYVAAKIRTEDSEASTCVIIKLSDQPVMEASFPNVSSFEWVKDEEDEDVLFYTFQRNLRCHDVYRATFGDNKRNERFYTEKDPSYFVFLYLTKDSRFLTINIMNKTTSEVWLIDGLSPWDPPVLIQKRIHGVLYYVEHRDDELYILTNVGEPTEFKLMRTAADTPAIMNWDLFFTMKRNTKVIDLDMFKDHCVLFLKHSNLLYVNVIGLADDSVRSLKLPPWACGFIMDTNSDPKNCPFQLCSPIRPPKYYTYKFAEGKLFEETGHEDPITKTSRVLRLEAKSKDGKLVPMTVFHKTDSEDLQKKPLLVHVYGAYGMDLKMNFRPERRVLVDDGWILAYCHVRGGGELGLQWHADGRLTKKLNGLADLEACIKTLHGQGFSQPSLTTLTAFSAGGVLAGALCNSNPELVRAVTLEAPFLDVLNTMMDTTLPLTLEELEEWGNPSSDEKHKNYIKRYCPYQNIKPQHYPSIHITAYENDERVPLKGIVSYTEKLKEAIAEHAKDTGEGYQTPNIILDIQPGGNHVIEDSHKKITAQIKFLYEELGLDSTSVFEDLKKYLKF
# LYPLA2 counter: LYPLA2 (human) inhibition in PME1 counter-screen. O95372. recombinant LYPLA2, FP-Rh probe fluorescence polarization. inhibition, % at 5.9 µM. actives 0.38% (n = 320,000). AID 2177;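 active means inhibition above the screen-wide mean plus 3 SD, limit set per campaign, cut at about 26% in these data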;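 further: 0% = LYPLA2 with DMSO and 100% = wells lacking LYPLA2 enzyme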
# Target sequence (O95372 whole entry, looked up): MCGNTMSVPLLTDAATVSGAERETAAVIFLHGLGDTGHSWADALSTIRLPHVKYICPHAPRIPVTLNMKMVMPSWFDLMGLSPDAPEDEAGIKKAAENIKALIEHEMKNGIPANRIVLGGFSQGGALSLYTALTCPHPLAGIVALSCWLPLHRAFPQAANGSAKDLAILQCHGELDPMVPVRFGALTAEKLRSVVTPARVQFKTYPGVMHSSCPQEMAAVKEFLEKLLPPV
# PAFAH1B3 inh: PAFAH1B3 (human) inhibition. Q15102. recombinant PAFAH1B3, FP-rhodamine probe, fluorescence polarization. inhibition, % at 3.39 µM. actives 0.28% (n = 340,000). AID 492972;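 active means inhibition above the screen-wide average of all tested compounds plus 3 SD, cut at about 25% in these data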;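 further: 0% = enzyme with DMSO only and 100% = wells lacking PAFAH1B3 protein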
# PAD4 FP inh: inhibitors of human PAD4; Q9UM07; recombinant PAD4, RCA probe fluorescence polarization; inhibition, % at 6.36 µM; actives 0.41% (n = 330,000);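 active means percent inhibition above a cutoff equal to the mean of all tested compounds plus 3 SD, cut at about 15% in these data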;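 further: 0% = PAD4 with RCA probe and DMSO and 100% = probe without PAD4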
# PAFAH2 FP inh: inhibitors of human PAFAH2; Q99487; recombinant PAFAH2, FP-rhodamine activity probe, fluorescence polarization; inhibition, % at 3.39 µM; actives 0.99% (n = 340,000);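 active means inhibition above the mean over all tested compounds plus 3 SD, cut at about 30% in these data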;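 further: inhibitors block probe labeling of enzyme so polarization drops; 0% = enzyme with DMSO and 100% = wells lacking PAFAH2 protein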
# LYPLA1 counter: LYPLA1 (human) inhibition in PME1 counter-screen; actives 0.16% (n = 320,000); recombinant LYPLA1, FP-Rh probe fluorescence polarization; O75608; inhibition, % at 5.9 µM; AID 2174;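 active means inhibition above the mean of all tested compounds plus 3 SD, set per campaign, cut at about 14% in these data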;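 further: inhibitors block serine hydrolase probe labeling of LYPLA1 so polarization falls; 0% = enzyme with DMSO and 100% = wells lacking LYPLA1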
# EBNA-1 inhibitor: blocks EBNA-1 binding to DNA; EBNA-1 DNA binding, fluorescence polarization; inhibition, % at 14.8 µM; actives 0.34% (n = 300,000); in the data active means inhibition above about 28%
# GSTO1 counter: counter-screen for RBBP9 inhibitors: inhibitors of human GSTO1; P78417; inhibition, % at 5.96 µM; recombinant GSTO1, activity-based probe fluorescence polarization; actives 1.1% (n = 300,000);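 active means inhibition above the campaign mean inhibition plus 3 SD, cut at about 35% in these data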;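 further: 0% = GSTO1-1 with DMSO and 100% = wells lacking GSTO1-1 enzyme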
# * = called active by the depositor; / = not tested or not shown. An excerpt; rates above refer to the full screens.
# Values run as follows: PAFAH2 FP inh	PAFAH1B3 inh	ZTA DNA inh	LYPLA1 counter	EBNA-1 inhibitor	LYPLA2 counter	PAD4 FP inh	GSTO1 counter	PREPL inhibitor
CC(C)(C)c1ccc(NC(=O)CSc2nnc(-c3n[nH]c4ccccc34)o2)cc1
    -44.2	4.9	4.3	-38.0	-10.2	-82.7	-1.1	1.4	-24.9
Cn1cccc1C(=O)NC(=O)COC(=O)c1ccccc1O
    -22.3	5.0	0.0	3.1	4.0	4.8	-4.1	-2.7	0.7
CCCOc1ccc(/C=C/C(=O)OCC(=O)N(C)c2c(N)n(Cc3ccccc3)c(=O)[nH]c2=O)cc1OCC
    2.5	2.0	-17.0	-0.1	11.3	-2.3	0.0	-1.6	-2.4
C=CC(=O)NC(C)(C)CCN1CCOCC1
    9.4	6.1	-5.5	1.9	-4.0	4.4	4.3	3.7	8.4
COc1cc(NC(=S)NCc2ccco2)cc(OC)c1OC
    3.3	10.6	2.9	1.7	6.1	1.4	2.9	2.3	0.9
O=C(Nc1ccc2oc(-c3ccccc3)nc2c1)c1cccnc1
    -7.0	-0.4	-4.3	-3.9	2.5	-3.7	-2.4	-2.5	2.5
N#Cc1c(-c2ccccc2)c(-c2ccccc2)nn(CC(=O)NNC(=O)Nc2ccc(Cl)cc2)c1=O
    /	/	1.9	-22.0	4.1	-36.5	2.9	-11.1	8.4
CCCCC(=O)NC(=S)NNS(=O)(=O)c1ccccc1
    -5.6	7.7	-3.2	1.3	-5.8	-5.8	-0.6	1.2	0.9
COc1cccc(-c2nnc(NC(=O)c3ccco3)s2)c1
    6.3	7.6	9.8	-0.7	0.7	-2.5	-3.8	-18.1	0.1
Nc1ncnc2nc(SCCC(=O)O)[nH]c12
    -1.6	3.9	12.3	3.6	10.6	7.5	0.4	19.4	5.8
O=C(Nc1cccnc1)c1c(F)c(F)c(F)c(F)c1F
    6.7	2.6	8.2	4.7	8.7	7.6	4.5	-0.6	12.9
CC1(C)Oc2ccc(C(=O)N/N=C/c3ccc(O)cc3)cc2NC1=O
    10.9	-5.9	5.7	0.8	5.7	3.3	-2.3	-0.7	1.3
CN(CCCC1CCCC1)C(=O)CC1C(=O)NCCN1Cc1ccc(F)cc1 (stereo not drawn)
    2.4	5.7	9.4	-0.5	1.0	3.4	-2.0	-7.2	12.8
O=C(CS(=O)CC(=O)N(c1cccc(F)c1)C(C(=O)NC1CCCCC1)c1ccco1)Nc1ccc(F)cc1 (stereo not drawn)
    -4.0	0.1	-10.1	-2.7	-6.8	-5.7	-3.7	7.3	17.2
O=S(=O)(c1ccc2c(c1)OCCO2)C1CCC(S(=O)(=O)c2c(F)cccc2F)CC1 (stereo not drawn)
    0.9	7.1	/	/	/	/	6.2	/	-6.6
O=S(=O)(c1cccs1)N1CCN(Cc2nc3ccccc3s2)CC1
    -5.9	-1.2	-9.7	-1.9	5.6	4.9	-3.2	-1.8	-31.9
Cc1ccc(C)c(NC(=O)CN(C)C(=O)c2cc([N+](=O)[O-])ccc2N2CCOCC2)c1
    1.2	7.5	-4.2	-0.8	0.1	-0.5	0.8	0.6	-4.8
CCOc1ccc2c(c1)C(c1ccc(C)o1)=NNC(c1ccncc1)=N2
    1.2	1.3	7.2	-2.8	4.3	-2.1	1.5	2.0	2.2
Oc1c(Cl)cc(Cl)cc1C=Nc1ccccc1N1CCCC1
    /	/	-5.2	0.1	2.5	4.9	0.4	7.5	9.4
O=C(Nc1ccccn1)c1ccc(Cl)c(S(=O)(=O)N2CCCC2)c1
    2.9	6.5	6.1	0.3	-0.6	-0.8	4.4	9.8	-3.7
Cc1cccc(NS(=O)(=O)c2ccc(C(=O)NCC(c3ccco3)N(C)C)cc2)c1C (stereo not drawn)
    0.9	-4.7	-12.3	1.1	-8.7	4.4	-2.1	1.8	2.8
COc1ccc(NC(=O)CCNS(=O)(=O)c2cc(Br)ccc2Br)cc1S(N)(=O)=O
    0.8	11.5	-3.9	-3.4	-10.4	-0.6	0.5	5.7	-2.6
NC(=O)COC(=O)CNC(=O)c1cc(Cl)cc([N+](=O)[O-])c1
    14.1	8.7	-1.4	1.1	9.1	-0.2	3.5	1.7	-1.8
Nc1ccccc1N1CCOCC1
    0.0	3.3	3.4	0.5	10.4	2.9	2.4	10.2	26.9
Cc1[nH]c2ccccc2c1C(=O)C(C)OC(=O)c1ccccc1NCCO (stereo not drawn)
    3.8	-3.0	9.5	-4.1	2.5	-6.0	1.9	4.6	0.0
COc1ccc(N2C(=O)CC(Sc3ncn[nH]3)C2=O)c(OC)c1 (stereo not drawn)
    5.2	4.4	-6.0	-2.5	-5.8	-5.1	3.7	14.5	-9.1
O=C(Cc1ccccc1[N+](=O)[O-])NCCCN1CCOCC1
    5.0	7.0	0.8	-4.2	5.8	-1.6	0.4	1.9	3.0
CSc1ccc(C#N)cc1NC(=O)c1ccc(Cl)cc1
    7.5	4.9	-1.0	-0.1	12.5	0.9	-1.6	0.1	15.8
Cn1nnnc1Sc1ncnc2scc(-c3ccc(-c4ccccc4)cc3)c12
    4.3	-5.6	/	/	/	/	0.3	/	27.9
COc1ccccc1/C=C(/C(=O)OCC(=O)NCc1ccccc1)c1ccccc1
    7.6	3.4	-8.6	-6.5	-3.5	-2.8	-2.9	-2.4	-18.4
C[N+]1(CC(=O)OC2CCCCCCCCCCC2)CCCC1
    3.9	11.1	-0.5	-2.3	-12.4	-13.5	-4.5	-4.0	4.6
Nc1cc(=O)[nH]c(=O)n1-c1ccc(Cl)cc1
    5.5	1.0	3.9	2.4	1.8	5.1	-1.3	-3.9	14.7
COc1ccc(-c2noc(CN(C)S(=O)(=O)c3ccccc3)n2)cc1OC
    -0.4	5.4	-17.0	3.6	-6.1	4.8	-7.5	-2.5	22.7
COc1ccc(CCNC(=O)CSCC(=O)Nc2ccccc2)cc1OC
    -4.2	8.5	5.1	1.1	-13.0	0.4	-2.5	-1.6	14.7
CN(C)S(=O)(=O)c1cc(C(=O)NCCCn2ccc3ccccc32)ccc1Cl
    11.3	-0.4	12.6	-3.3	-11.7	-2.2	-2.6	5.7	27.2
Cc1c(C(=O)Nc2ccc(Oc3ccccc3)cc2)sc2nc3n(c(=O)c12)CCC3
    -17.8	-6.0	19.4	-15.8	3.4	-18.1	-3.3	-25.4	7.1
O=C(Nc1ccccn1)C(F)(F)C(F)(F)C(F)(F)C(F)(F)C(=O)Nc1ccccn1
    -1.7	-2.9	-0.7	-3.2	0.8	2.1	2.6	-0.8	4.5
COc1ccccc1CC(=O)N(Cc1ccccc1)c1ccc(C)cc1
    -5.4	3.0	5.9	0.2	-1.9	3.0	-0.3	-3.0	12.8
O=C(NCc1ccccc1)C(=O)NCC1OCCN1C(=O)c1cccs1 (stereo not drawn)
    6.2	3.8	-17.2	0.2	-1.3	1.1	3.9	4.2	5.8
COc1cc(/C=C/c2nc3ccc([N+](=O)[O-])cc3s2)ccc1OCC(=O)O
    /	/	7.9	6.5	-7.1	3.8	-3.1	3.9	-0.2
CCOc1ccc2nc(SCC(=O)N3CCCc4ccccc43)sc2c1
    5.8	2.1	-17.5	-0.8	-5.2	-2.0	-0.6	-6.0	-5.7
CCC1CN(C(=O)N2CCC(C(=O)Nc3ccccc3F)CC2)c2ccccc2O1 (stereo not drawn)
    2.1	-1.5	-6.8	1.1	3.8	0.0	1.0	-1.2	4.3
CCN1C(=O)N(C(C)=O)C2C1N(C(C)=O)C(=O)N2C(C)=O (stereo not drawn)
    0.9	12.9	2.4	-2.6	4.2	-1.6	-1.1	-1.2	6.0
CCOC(=O)CCSc1nc(N2CCOCC2)c2c(c1C#N)CC(C)(C)OC2
    -0.6	6.6	15.3	-1.3	1.1	0.8	1.1	-0.5	-2.9
Cc1ccc(S(=O)(=O)N2CCCCC2)cc1NC(=O)COC(=O)C1(C)CC1(Cl)Cl (stereo not drawn)
    12.7	0.5	-0.1	-3.1	/	-1.2	-1.4	/	3.7
COc1ccc(S(N)(=O)=O)cc1C(=O)NC1CCCc2ccccc21 (stereo not drawn)
    -5.2	-4.3	0.5	-0.5	0.1	1.5	-2.6	5.6	-3.9
Cc1c(NC(=O)c2ccc(S(=O)(=O)N(C)C)cc2)cccc1-n1cnnn1
    -4.5	0.7	6.8	-2.0	/	-4.0	3.7	/	1.4
O=C(CN1CCCCCC1)Nc1ccc(F)c(F)c1
    11.9	3.6	-4.3	3.4	5.5	4.3	-0.2	1.1	5.2
C=CCNC(=O)c1onc(CSc2ccccc2)c1C(=O)NCC=C
    -0.7	19.5	-5.2	-3.7	-9.9	0.9	-1.9	-5.2	-3.1
COc1ccc(/C=N/n2cnc3c([nH]c4ccc(C)cc43)c2=O)cc1CN1CCCC1
    -5.5	0.2	10.5	-7.1	1.1	-3.0	4.6	-5.3	1.7
CCCCn1c(=N)n(CC(=O)c2ccc(Br)s2)c2ccccc21
    0.3	0.6	-11.6	3.2	-1.3	11.7	-5.2	25.4	-12.0
CC(C)C(C)(C#N)NC(=O)CSc1nnc(-c2ccncc2)n1Cc1ccccc1 (stereo not drawn)
    -6.4	8.4	2.5	2.2	-8.6	-1.1	-1.1	-0.6	1.3
CC(C)C1CC(CCN2CCCCC2)(c2ccccc2)CCO1 (stereo not drawn)
    -0.4	1.1	0.5	4.1	-2.1	8.0	-6.6	12.6	9.5
O=C(CCC1COc2ccccc2O1)Nc1cccnc1 (stereo not drawn)
    0.9	6.9	-7.2	-1.4	-16.4	8.3	-4.6	-0.9	-7.4
Cc1ccc2nc(NC(=O)CCNS(=O)(=O)c3cccs3)sc2c1
    2.7	2.5	3.5	-1.5	4.5	2.5	-5.7	-5.1	-10.6
CCOc1ccc(S(=O)(=O)n2nnc3ccccc32)cc1C
    /	/	-4.7	0.2	-0.1	5.0	3.7	-8.1	-0.9
CN1CCN(/N=C/c2c3ccccc3c(Cl)c3ccccc23)CC1
    3.6	1.6	2.1	1.3	-16.8	1.6	-3.9	11.1	14.9
COCc1nnc(SCC(=O)Nc2cccc(Cl)c2C)n1-c1ccccc1
    5.2	-1.9	0.9	-3.4	-4.2	-3.2	-3.5	2.0	-1.8
CN(Cc1ccccn1)Cc1nc(-c2ccc(Cl)cc2)no1
    1.8	0.4	1.9	-4.3	-7.3	-4.3	1.9	10.2	10.3
COc1ccccc1N1CCN(CCCNC(=O)Nc2ccccc2)CC1
    -4.4	6.1	-13.0	-1.2	-1.3	-1.7	-3.0	4.8	33.5

# (next part)
# Values run as follows: PAFAH2 FP inh	PAFAH1B3 inh	ZTA DNA inh	LYPLA1 counter	EBNA-1 inhibitor	LYPLA2 counter	PAD4 FP inh	GSTO1 counter	PREPL inhibitor
COc1ccc(NC(=O)c2c(NC(=O)CNCc3ccco3)sc3c2CCC3)cc1
    -0.2	11.1	11.8	4.7	0.9	4.2	-5.9	0.4	12.3
Cc1ccc(NC(=O)CN2C(=O)S/C(=C\c3cccn3C)C2=O)cc1
    -4.7	14.5	9.2	-2.1	12.5	-7.4	-3.8	-5.2	0.5
CCOC(=O)C1CCN(CCC(=O)Nc2ccc(C)c(C)c2)CC1
    3.3	7.4	-10.0	5.1	0.2	9.6	0.6	2.2	15.7
COc1ccc(S(=O)(=O)N(C)C)cc1NC(=O)c1ccc(OCC(=O)N2CCOCC2)c(OC)c1
    -1.7	8.0	6.5	-0.9	-9.4	-2.3	-0.4	-5.7	-6.2
COc1ccc(S(=O)(=O)N2CCC(C(=O)NC3CCCCC3C)CC2)cc1 (stereo not drawn)
    -11.2	1.3	-8.2	0.3	-1.8	6.3	0.7	10.8	13.2
